aSyn 5UTR inh = 5' untranslated region of α-synuclein, MLPCN primary screen | alpha-synuclein 5'UTR reporter, inhibitor activity | inhibition, % (tested at 7.5 µM) | 300,000 tested, 0.82% active | AID 1813; in the data active means inhibition above about 60%; inconclusive means no clear call, values can overlap the other calls;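 further: H4 neuroglioblastoma cells stably carrying SNCA 5'UTR luciferase fusion; 0% = DMSO wells and 100% = positive control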
HSF1 inhib = HSF1 inhibition; NIH3T3-HGL HSE-luciferase, MG132-induced, luminescence 8 h; hits give low values; activity change, negative = inhibition, % at 7.5 µM (by protocol); 300,000 tested, 0.77% active; AID 2098;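 active means more than half of replicate wells show activity change below -50%, luminescence cut by over half; inconclusive means some wells, but at most half, below -50%; inactive means no replicate well below -50%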;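 further: luciferase reports HSF-1 transcriptional activity via heat shock element; 0% = median of DMSO wells and -100% = zero luminescence signal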
AI-2 QS modul = Vibrio harveyi AI-2 quorum sensing modulation; Vibrio harveyi JMH597 AI-2 luminescence/OD600 ratio, 9 h; hits give low values; strain lacks LuxN and CqsS sensors; 0 = neutral-control median; activity change, % at 7.5 µM; 300,000 tested, 0.4% active; in the data active means activity change below about -75%, passing the limit was not always enough; inconclusive means no clear call, values can overlap the other calls;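 further: luminescence divided by OD600 gain over 9 h not by final OD600 alone; inactives centre near 13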
KLF5 inh = suppresses KLF5 promoter-driven expression | DLD-1 KLF5 promoter-luciferase reporter, luminescence | inhibition, % at 5 µM | 290,000 tested, 0.23% active;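 active means inhibition above a per-plate limit of that plate's mean compound inhibition plus 3 SD, cut at about 60% in these data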;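 further: 0% = DMSO wells and 100% = LY294002 at 200 µM; higher means less KLF5 promoter-driven luciferase light; inactives centre near -14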
Platelet DG rel = platelet dense granule release activity | inhibition, %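 (compounds screened at 7.5 µM in platelet-rich plasma)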 | 300,000 tested, 0.22% active | AID 1663 | human platelet-rich plasma, SFLLRN dense granule ATP release, luminescence;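 active means mean replicate score, as percent of positive control, at or above 50; inconclusive means mean below 50 but at least one replicate at or above 50; inactive means mean and every replicate below 50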
SKKanGAS inh = SKKanGAS growth inhibition; S. pyogenes SKKanGAS, kanamycin growth, BacTiter-Glo, 6 h; inhibition, % at 7.5 µM; 300,000 tested, 1.3% active; AID 1662;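 active means mean replicate score, as percent of positive control median, at least 50; inconclusive means mean below 50 but one replicate at or above 50; inactive means mean and every replicate below 50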;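 further: strain carries kanamycin resistance gene driven by streptokinase promoter and grows in 40 µg/ml kanamycin; loss of luminescence reflects streptokinase promoter inhibition or plain growth inhibition; 0% = median of DMSO wells and 100% = positive control at its reference dose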
IEC-6 cytotox = counter-screen for KLF5 inhibitors: cytotoxicity in IEC-6 cells | inhibition, % at 5 µM | 290,000 tested, 0.78% active | AID 1825 | IEC-6 cytotoxicity, luminescence viability; in the data active means inhibition above about 22%;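 further: 0% = plate median of test compound wells and 100% = cytotoxic reference compound wells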
HSF1 activator = increases HSF-1 driven luciferase reporter signal; 300,000 tested, 1.7% active; NIH3T3-HGL HSF-1 luciferase reporter, MG132, 8 h; 100% = twice DMSO control signal; activation, % at 9 µM;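 active means mean replicate activation of at least 50% with a set share of replicates each reaching 50%; inconclusive means only one of those two conditions met; inactive means mean below 50% and too few replicates reaching it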;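 further: 0% = median of the neutral control wells and 100% = twice that signal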
HIF activator = HIF pathway transcriptional activation. U2OS HRE-luciferase reporter, luminescence; normalized: DMSO 0%, desferrioxamine 100%. activation, % at 7.5 µM (by protocol). 300,000 tested, 0.32% active;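 active means mean activation of at least 10% of the iron chelator positive control signal, with at least half of replicates also reaching 10%; inconclusive means mean and replicate majority disagree about reaching 10%; inactive means mean and most replicates under 10%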
HSP90 refold inh = blocks HSP90-mediated luciferase refolding in reticulocyte lysate; Rabbit reticulocyte lysate, luciferase refolding luminescence, 3 h; inhibition, % at 5.6 µM; 290,000 tested, 0.91% active; AID 1789;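 active means inhibition above the screen-wide mean plus 3 SD, computed separately per campaign, cut at about 16% in these data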;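 further: 0% = DMSO wells and 100% = 60 µM geldanamycin wells; inhibitors lower the luminescence because luciferase stays unfolded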
Active calls of the source: *; ? = inconclusive; / = no result given. This is a random part of the collection; overall some 6% were active at least once.

SMILES	aSyn 5UTR inh	HSF1 inhib	AI-2 QS modul	KLF5 inh	Platelet DG rel	SKKanGAS inh	IEC-6 cytotox	HSF1 activator	HIF activator	HSP90 refold inh
CCOC(=O)C1CCCN(c2oc(-c3ccc(OC)cc3)nc2C#N)C1 (stereo not given)	12	0	17	-26	-4	-16	-4	-2	-0.6	2
COc1ccc(Nc2ccc(S(=O)(=O)N3CCCCC3)cc2[N+](=O)[O-])cc1Cl	24	13	43	-20	-5	-4	2	19	-0.8	4
Clc1ccc(-c2nsc(N3CCOCC3)n2)c(Cl)c1	-126	28	22	-121	4	0	2	62*	3.4	12
O=C1NC(=Nc2ccccc2Br)SC1(CO)CO	3	0	7	-31	7	-3	-5	-9	3.1	-3
CN(/N=C/c1ccncc1)c1cnn(-c2ccc(F)c(Cl)c2)c(=O)c1Cl	-38	-1	17	-8	1	-3	-1	13	1.3	-2
Cc1cc(N2CCN(C(c3ccccc3)c3ccccc3)CC2)n2ncnc2n1	-30	3	27	-12	-2	2	-1	0	-0.4	-1
O=C(OCc1nc2ccccc2s1)c1cccs1	-197	9	23	-17	-7	1	2	-10	6.1	3
CCOC(=O)c1c(C)[nH]c(N=Nc2ccc(C)cc2)c1C	-271	36	7	2	5	-10	0	?	/	4
COc1ccccc1N/C(N)=N/c1nc(CSc2nc3ccccc3s2)cc(=O)[nH]1	28	-5	31	8	10	1	8	-4	-1.2	5
CSc1nnc(-c2ccc(Cl)cc2Cl)o1	-120	8	16	-20	5	-4	-7	15	1.5	-6
COC(=O)c1cc(Br)cn1S(=O)(=O)c1ccccc1	1	-1	0	-6	/	8	-3	-4	0.2	-3
CN(C)C(CNC(=O)c1oc2ccccc2c1CSc1ncn[nH]1)c1ccco1 (stereo not given)	/	/	17	-5	/	/	7	/	/	-1
COc1ccc(C(CC(=O)NCc2ccccc2)C(C)C)cc1 (stereo not given)	/	/	28	8	/	1	2	/	/	1
O=C(N/N=C\c1ccc(Sc2ccccn2)o1)c1cccc(Br)c1	12	2	14	-11	10	3	4	29	-0.1	0
Cc1cccc(C)c1NC(=O)CN1C(=O)S/C(=C\c2cccn2-c2cccc(C(=O)O)c2)C1=O	0	-2	18	-37	2	13	0	-1	-0.2	0
COc1ccc2[nH]c(C(=O)N3CCN(C)CC3)c(C)c2c1	-14	-8	6	-4	3	2	-3	0	-3.4	4
Cc1ccc[n+](CC(=O)c2ccc(NC(=O)c3ccccc3)cc2)c1C	-31	-9	32	/	-6	-3	/	-7	-0.6	/
Cc1cc(C)c(NS(=O)(=O)c2ccc3c(c2)NC(=O)CCS3)c(C)c1	19	24	10	11	-13	-12	3	25	?	3
O=C(Cn1nc(-c2ccccc2F)ccc1=O)NCc1ccc2c(c1)OCO2	14	-3	17	-37	0	-3	-5	8	-0.4	-4
C=C(C)c1cccc(C(C)(C)NC(=O)N2CCN(C)CC2)c1	-7	8	18	-24	1	2	3	6	0.5	-2
O=C(CCS(=O)(=O)c1ccc(Br)cc1)Nc1cc(F)ccc1F	-12	-1	23	-9	6	-8	-2	11	-0.9	-6
COc1cc(C(=O)NC(=S)NNC(=O)[C@H]2C[C@@H]2c2ccccc2)cc(OC)c1OC	-5	0	59	-9	2	90*	8	28	-0.2	3
Cc1ccccc1N=C1N=C(N)c2ccccc21	7	4	8	3	-1	-4	2	-1	-0.2	2
CCc1ccc(C(=O)/C=C/NCc2ccc(F)cc2)cc1	-46	22	23	-22	7	-7	-7	34	0.4	-1
CCOC(=O)c1ccccc1NC(=O)C1CSC2(C)CCC(=O)N12 (stereo not given)	12	3	33	-12	7	29	-6	7	-0.1	-1
CC1(C)C(=O)N(OCc2ccccc2)C(C)(C)C(=O)N1OCc1ccccc1	2	-4	19	-10	-8	1	0	-13	0.0	-2
O=C(Nc1ccc2c(c1)OCCO2)c1ccccn1	88*	-6	13	-41	45	9	8	18	-5.5	25*
O=C(Cc1cccs1)NCc1cccc(C(F)(F)F)c1	-110	19	9	-120	-3	0	-1	28	2.4	-4
CSCCC(NC(=O)c1ccccc1Br)C(=O)NCc1ccc(F)cc1 (stereo not given)	1	12	45	5	2	2	2	5	-13	0
COc1cc(/C=C2\SC(=S)N(CC(=O)NC(C)(C)C)C2=O)cc(OC)c1OC	-17	-10	10	-12	2	17	5	-22	-0.2	3
Cn1c(=O)c2c(ncn2CC(=O)OCC(=O)c2ccc(F)c(F)c2)n(C)c1=O	-2	-6	4	-27	23	-3	-7	2	-0.4	-2
Cn1c(CC(=O)Nc2ccccc2F)nnc1SCC(=O)Nc1nncs1	-16	-2	27	-16	2	1	-1	-6	-0.3	-3
CCOc1ccc(CCNC(=O)COC(=O)c2ccc3c(c2)OCCO3)cc1OCC	4	-1	22	/	8	-13	/	-24	0.0	/
CC(=O)Nc1ccc(C(=O)NCCN2CCOCC2)cc1	5	6	26	-39	-2	-2	-1	5	0.1	-2
Cc1cccc(C(C)C)c1NC(=O)c1c(-c2ccccc2)noc1C	17	5	6	-51	-4	0	3	46	-0.1	3
O=C(/C=C/c1ccc(Cl)cc1)NC(=S)Nc1ccc(CN2CCOCC2)cc1	-32	53	13	-6	11	0	-6	86*	0.5	-6
CCOC(=O)c1c(-n2cnnn2)sc(C)c1C	17	-1	3	-4	3	11	-1	28	-0.6	7
Cc1cc(C)n(-c2ccc(C(=O)Nc3cccc(S(=O)(=O)N(C)C)c3)cc2)n1	-9	-14	12	-7	3	-3	9	5	-0.1	-1
NC(=S)Nc1cccc2cc3ccccc3cc12	-101	12	-80*	-13	-5	18	6	27	0.6	5
O=C(Nc1ccn(Cc2c(F)c(F)cc(F)c2F)n1)c1ccc(COc2ccccc2Cl)cc1	-40	4	7	-27	-8	8	2	6	-0.6	2
CC1C=CCC2C(=O)N(c3cccc(C(=O)NCc4ccccc4)c3)C(=O)C12 (stereo not given)	-11	4	22	-9	2	11	1	-5	0.8	1
C=CCCN([C@@H](C)C(=O)OC)S(=O)(=O)c1ccccc1Br	7	1	29	/	-1	-2	/	-18	0.2	/
O=c1ccc(Cl)nn1-c1ccccc1	2	-1	14	/	-2	-7	/	2	-0.7	/
Cc1nc2nc[nH]n2c(=O)c1NS(=O)(=O)c1ccc(F)cc1	-8	-3	16	4	1	5	5	12	0.0	1
COc1ccc(/C=N/NC(=O)CNC(=O)c2ccncc2)cc1	5	-4	-1	-19	3	-6	2	-10	-0.2	-2
COc1ccc(CCNC(=O)C/C(C)=N/NC(=O)C23CC4CC(CC(C4)C2)C3)cc1OC	11	5	15	-14	10	7	-3	-7	0.7	3
Cc1cccc(NC(=O)CCc2ccccc2)c1C	13	0	26	-16	-4	2	-5	10	1.3	-5
Cc1ccc(-c2csc(Cc3nc(-c4cc5ccccc5oc4=O)cs3)n2)cc1	13	-3	10	3	-5	-10	-2	-12	-0.2	2
Cc1ccc(C(=O)N2CC(C)OC(C)C2)c(Cl)c1 (stereo not given)	6	-2	24	-41	0	-1	0	-4	-0.3	3
CNc1nc2c(c(=O)[nH]c(=O)n2C)n1CCOC	11	0	26	-20	-2	-6	0	-7	0.0	-1
CCN(CC)CCN1C(=O)C2C3c4ccccc4C(c4ccccc43)C2C1=O (stereo not given)	10	1	1	/	11	3	/	7	0.5	/
CC1=Nn2c(nc(-c3ccccc3)c2-c2ccccc2)N(CC(N)=O)C(=O)C1	-4	-1	19	-12	-6	-4	1	2	-0.4	0
Cc1cc(S(N)(=O)=O)c(N)c(S(N)(=O)=O)c1	-12	6	-7	-21	8	1	-1	-5	0.5	-1
CCN(CC)CCNc1nc(-c2cccs2)c(CC(=O)O)s1	3	-23	10	-22	-4	-1	-3	-24	0.0	1
O=C(Cc1ccccc1)Nc1ccc(N2CCOCC2)cc1	-73	-5	13	-51	13	3	-2	-3	0.3	-3
CNC(=O)c1cc(C(=O)c2ccccc2Br)c[nH]1	-9	0	22	-22	1	-2	1	-3	-6.6	1
O=C(c1cnc(Cl)c(Cl)c1)N1CCC(Cc2ccccc2)CC1	21	-10	19	-7	-13	-8	8	5	0.1	-3
Cc1nc2c(c(=O)n1CCC(C)C)c1nc3ccccc3nc1n2CC1CCCO1 (stereo not given)	8	4	12	-22	7	9	2	26	-0.3	3
COc1ccc(C(C)=O)cc1COC(=O)CCNS(=O)(=O)c1ccc(C(C)=O)cc1	-14	-5	21	-52	-17	-8	-10	-5	-0.3	3
COCCN(C(=O)COC(=O)c1ccc(C)s1)c1c(N)n(Cc2ccccc2)c(=O)[nH]c1=O	8	-1	21	/	2	-1	/	2	0.3	/
Carrying on.
SMILES	aSyn 5UTR inh	HSF1 inhib	AI-2 QS modul	KLF5 inh	Platelet DG rel	SKKanGAS inh	IEC-6 cytotox	HSF1 activator	HIF activator	HSP90 refold inh
Cc1ccc(C)c2[nH]c(=O)c(CN(CCN3CCCC3)C(=O)Nc3cccc(Cl)c3)cc12	6	-9	25	16	0	1	12	1	0.4	6
Cc1cccc(-c2csc(NC(=O)c3cnccn3)c2C(=O)OC(C)C)c1	-1	-10	20	-12	6	7	7	-21	-1.3	6
O=C(NCc1cccnc1)c1ccc(Cl)c(S(=O)(=O)N2CCCCCC2)c1	16	8	18	-34	-1	-8	-1	-9	-0.2	3
CCOC(=O)c1c(C)c(C(=O)NCc2ccccc2OC)c(C)n1C	4	-4	25	-4	-6	3	-1	-1	0.0	0
CCCCNc1ccc(C(CC(N)=O)NC(=O)Cc2cccc3ccccc23)cc1[N+](=O)[O-] (stereo not given)	14	-8	20	/	1	-4	/	-7	-0.7	/
O=C(CCc1c[nH]c2ccccc12)NCC1CCCO1 (stereo not given)	-13	-6	27	-34	-1	-2	-7	-8	0.0	-3
Cc1ccc(CNC(=O)CSc2ncn[nH]2)cc1	0	-5	30	-8	4	-2	1	5	-27	-3
Cn1nc([N+](=O)[O-])nc1Sc1ccc(C(C)(C)C)cc1	2	1	12	-20	5	-5	-3	12	-0.7	0
O=C(Cn1cnc2c(nnn2Cc2ccc(Cl)cc2)c1=O)NC1CCCC1	3	-5	26	-10	-9	-7	-1	6	-0.3	-3
COc1ccc(-n2cc(CNC3CCOCC3)c(-c3cccc(F)c3)n2)cc1	-15	3	10	-25	1	2	3	11	0.1	-1
COc1ccc(NC(=O)Nc2nnc(C(C)C)s2)cc1	-135	8	-4	-91	-8	-7	-4	35	1.8	-5
CCOC(=O)c1c(N)sc2c1CCC(C)C2 (stereo not given)	-10	1	33	2	-23	4	0	14	-0.1	7
O=C(Cn1c(=O)c(=O)n(Cc2ccccc2)c2ccc(Cl)cc21)Nc1cc(F)ccc1F	16	21	7	16	1	17	2	23	-0.2	6
COc1ccc2[nH]c3c(=O)n4c(nc3c2c1)SCCC4	-92	3	12	-82	6	-8	6	14	1.0	0
CCOC(=O)c1ccc(S(=O)(=O)N2CCN(S(=O)(=O)CC)CC2)cc1	-16	-21	19	-2	5	0	0	-33	2.4	15
Cc1ccc(-c2oc3ncnc(N)c3c2-c2ccc(C)cc2)cc1	57	3	0	28	5	8	9	8	-0.4	4

Screening results: PubChem, several laboratories
